Assay outcomes deposited in PubChem by several laboratories.
Avidin fluor = compound fluoresces at 488/530 nm on avidin beads | AID 1775 | compound fluorescence 488/530 nm, flow cytometry; hits give high values | fluorescence (KMESF) at 10 µM | hit rate 0.38% among 220,000; in the data active means fluorescence above about 47; further: inactives centre near 10
Mcl1 Noxa PPI = Mcl-1/Noxa interaction inhibition | Q07820 | TR-FRET Mcl-1/Noxa peptide binding, 2 h | inhibition, % at 21.7 µM | hit rate 1.5% among 220,000 | AID 1022;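 active means compounds that cut the protein-peptide binding signal by more than 50% relative to plate controls in a single-dose test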;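 further: His-tagged Mcl-1 with rhodamine Noxa BH3 peptide and terbium anti-His antibody; 0% = Mcl-1 plus Noxa peptide wells and 100% = peptide-only wells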
Target sequence (Q07820 whole entry, looked up): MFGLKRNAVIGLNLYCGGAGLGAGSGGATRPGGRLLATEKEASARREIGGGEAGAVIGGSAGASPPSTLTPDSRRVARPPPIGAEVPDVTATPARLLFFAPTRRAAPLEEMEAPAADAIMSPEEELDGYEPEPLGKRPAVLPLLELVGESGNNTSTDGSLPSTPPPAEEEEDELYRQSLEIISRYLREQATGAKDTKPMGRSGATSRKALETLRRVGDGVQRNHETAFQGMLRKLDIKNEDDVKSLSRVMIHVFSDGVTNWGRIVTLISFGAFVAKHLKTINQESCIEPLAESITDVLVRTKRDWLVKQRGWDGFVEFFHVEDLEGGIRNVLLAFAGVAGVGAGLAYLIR
Mcl1 Bid PPI = Mcl-1/Bid interaction inhibition; Q07820; inhibition, % at 21.7 µM; TR-FRET Mcl-1/Bid-Dy647 peptide binding, 1536-well; AID 1021; hit rate 0.97% among 220,000;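 active means compounds that cut the binding signal by more than half at the single screening dose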;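 further: His-tagged Mcl-1 with europium anti-His antibody binding Bid BH3 peptide; 0% = Mcl-1 plus peptide wells and 100% = peptide-only wells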
ABCG2 block = human ABCG2 inhibition, ABCB1 as counter-screen. IgMXP3 cells, JC-1 efflux, flow cytometry. inhibition, % at 6.6 µM. hit rate 0.1% among 190,000. Q9UNQ0;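 active means inhibition above 80%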;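 further: 0% = DMSO and 100% = nicardipine control wells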
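Incubation: cells with compound and JC-1, 10 min at 25 °C, rotating, no wash / Test system: IgMXP3 (ABCG2) plus far-red-tagged CCRF-Adr (ABCB1) cells / Compound dosing: one concentration, 6.6 µM final / Also added: JC-1 fluorescent substrate / Evaluation: efflux inhibition in percent versus controls / Detection: flow cytometry, 530 nm JC-1 signal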
Pf gamet viab = kills late stage P. falciparum gametocytes; P. falciparum stage V gametocytes, ATP luminescence, 24 h; inhibition, % at 10.9 µM; hit rate 0.065% among 150,000;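 active means inhibition above the mean plus 3 SD of compounds within the control limits, set per campaign, cut at about 38% in these data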;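 further: 0% = DMSO wells and 100% = medium only without gametocytes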
RGS8-Gao = human RGS8-Galphao interaction regulation; AID 1423; multiplexed bead flow cytometry, RGS8-Galphao binding; actives lie on both sides; response (percent of control binding), % at 10 µM; hit rate 0.34% among 220,000; in the data active means response below about 60% or above about 140%; inactive means in between;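 further: Galphao activated as the GDP aluminium fluoride complex binding bead-coupled RGS8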
Target sequence (P09471 whole entry, looked up): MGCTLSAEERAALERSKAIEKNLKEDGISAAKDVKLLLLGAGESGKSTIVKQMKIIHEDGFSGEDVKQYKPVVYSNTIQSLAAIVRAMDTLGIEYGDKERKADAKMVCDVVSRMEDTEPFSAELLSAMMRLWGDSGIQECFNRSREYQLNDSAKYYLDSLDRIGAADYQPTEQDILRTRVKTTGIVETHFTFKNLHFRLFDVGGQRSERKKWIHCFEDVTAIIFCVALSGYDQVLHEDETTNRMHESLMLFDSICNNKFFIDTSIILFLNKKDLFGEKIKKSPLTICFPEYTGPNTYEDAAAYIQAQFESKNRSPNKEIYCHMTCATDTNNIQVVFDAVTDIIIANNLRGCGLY
RGS7-Gao reg = regulators of human RGS7-Galphao interaction; P09471; Multiplexed bead flow cytometry, RGS7-Galphao binding; actives lie on both sides; binding response (% of control), % at 10 µM; hit rate 0.35% among 220,000; AID 1439; in the data active means binding response below about 49% or above about 150%; inconclusive means no clear call, values can overlap the other calls; inactive means in between;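 further: fluorescent Galphao held in activated GDP-AlF4 state binding bead-coupled RGS7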
ABCB1 block = human ABCB1 inhibition, ABCG2 as counter-screen | AID 1326 | inhibition, % at 6.6 µM | hit rate 0.067% among 190,000 | CCRF-Adr cells, JC-1 efflux, flow cytometry; in the data active means inhibition above about 40%;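 further: 0% = vehicle and 100% = reference inhibitor; higher value means more JC-1 retained so stronger ABCB1 efflux block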
Mcl-1 Bim block = human Bim-Mcl-1 interaction inhibition; Q07820; Bead-based flow cytometry, Bim peptide-Mcl-1 binding; inhibition, % at 10 µM; hit rate 0.1% among 190,000; AID 1009; in the data active means inhibition above about 40%;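 further: 0% = no compound tracer wells and 100% = peptide blocker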
RGS4-Gao reg = modulates binding of RGS4 to human Galphao; Multiplexed bead flow cytometry; actives lie on both sides; binding response (% of control), % at 10 µM; hit rate 0.33% among 220,000; AID 1415; in the data active means binding response below about 49% or above about 150%; inactive means in between;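 further: fluorescent Galphao activated with aluminum fluoride binding bead-coupled RGS4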
GSH fluor = compound fluoresces at 488/530 nm on GSH beads. GSH beads flow cytometry, compound fluorescence 488/530 nm; hits give high values. fluorescence (KMESF) at 10 µM. hit rate 0.25% among 190,000. AID 1776; in the data active means fluorescence above about 89;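 further: glutathione beads carrying GST-tagged Bcl family fusion proteins plus one bare bead set; values are compound well signal with DMSO vehicle wells as background; inactives centre near 16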
Starred values were filed as active, the others as inactive; ? = inconclusive; · = no result given.

SMILES	Avidin fluor	Mcl1 Noxa PPI	Mcl1 Bid PPI	ABCG2 block	Pf gamet viab	RGS8-Gao	RGS7-Gao reg	ABCB1 block	Mcl-1 Bim block	RGS4-Gao reg	GSH fluor
c1csc(Cc2nn3c(-c4n[nH]c5c4CCC5)nnc3s2)c1	10	54*	-17	2	-6	104	101	0.5	2	98	4
CCNC(=O)c1sc2cc(C)ccc2c1Cl	9	3	-19	8	·	98	99	0.6	0	102	17
CN(Cc1ccccc1)C1=CC(=[N+]2CCCC2)CC(C)(C)C1	10	20	-32	·	-1	101	?	·	·	99	·
Cc1cccc(CSc2nc3ccncc3n2CC(=O)Nc2cc(C)cc(C)c2)c1	6	-27	-1	4	·	102	98	-0.6	-2	101	12
C/C(=C\c1ccccc1)C(=O)NCCc1ccccc1	12	11	-14	5	-16	101	101	0.8	-2	98	18
O=C(CC1S/C(=N/N=C/c2ccco2)NC1=O)Nc1cccc(Cl)c1Cl (centres undefined)	10	9	-3	0	0	101	105	-0.1	-2	102	18
CCn1c(COc2ccccc2C)nnc1SCc1nc2ccccc2c(=O)[nH]1	26	14	-2	3	·	99	102	1.1	-22	101	8
COc1ccccc1C(=O)OCC(=O)Nc1ccc(Cl)cn1	21	16	-2	11	9	99	100	0.5	-2	99	72
C/C(=N\NC(=O)c1ccc2c(c1)OCO2)c1ccco1	10	4	-29	1	8	104	104	0.2	-1	104	16
Cc1ccc(C(=O)NCc2ccc(Cl)c(Cl)c2)o1	9	8	17	1	·	99	93	0.2	0	99	16
Cn1cc(C=O)c2ccccc21	9	7	-4	0	·	101	103	0.0	0	101	28
CCn1cc(C2=NC(C)CO2)c2ccccc21 (centres undefined)	13	13	-25	3	·	96	109	0.7	-1	106	12
Cc1ccc(CNC(=O)CCNC(=O)Cn2ccc3ccccc3c2=O)cc1	11	-14	0	2	9	106	102	0.7	0	106	24
COc1ccccc1C(=O)Nc1nc(-c2ccc3c(c2)OCCO3)cs1	26	1	-7	1	·	102	103	-0.3	2	101	10
CCOc1ccc(NC(=O)NCCCn2c(C)nc3cc(C)c(C)cc32)cc1	9	18	-14	5	·	101	96	0.5	2	100	4
COCCn1c(SCC(=O)OC(C)C)nnc1-c1ccccc1	33	2	-1	12	2	104	101	0.2	-1	98	20
COC(=O)C1=C(C)N=c2s/c(=C/c3cccs3)c(=O)n2C1c1ccc(F)cc1 (centres undefined)	6	21	3	4	8	95	97	0.7	-4	93	16
CCOc1ccccc1N1CCN(C(=O)c2c(-c3ccccc3Cl)noc2C)CC1	14	16	-18	-10	12	101	101	1.4	-5	100	6
OCCSc1ncnc2c1oc1ccccc12	35	22	14	2	·	101	99	0.4	0	98	46
O=C(Nc1ccc(N2CCN(C(=O)c3cccs3)CC2)cc1)c1cccnc1Cl	9	-16	-47	1	-1	102	98	0.1	10	103	10
COc1ccc(S(=O)(=O)N2CCC(C(=O)Nc3ccc4c(c3)OCCO4)CC2)cc1OC	9	8	-11	1	-3	97	88	0.2	3	93	5
CCOC(=O)N1CCN(C(=O)c2ccccc2N(Cc2ccccc2)S(=O)(=O)c2ccc(OC)cc2)CC1	11	-2	7	-2	·	102	105	0.9	0	102	11
Cc1ccc(C(=O)Nc2cccc(C(=O)NCc3ccco3)c2)cc1	9	-20	-21	2	9	102	101	0.2	-6	102	19
CCCCCOc1ccc(N2C(=O)C(C)CNC2=S)cc1 (centres undefined)	7	4	-33	·	·	102	?	·	·	103	·
Nc1cccc(-n2nncc2-c2ccccc2)c1	13	2	-20	-2	·	97	100	-2.8	-2	99	20
The results go on:
SMILES	Avidin fluor	Mcl1 Noxa PPI	Mcl1 Bid PPI	ABCG2 block	Pf gamet viab	RGS8-Gao	RGS7-Gao reg	ABCB1 block	Mcl-1 Bim block	RGS4-Gao reg	GSH fluor
Cc1ccc([N+](=O)[O-])cc1N(CC(=O)N1CCCCC1)S(C)(=O)=O	13	-5	18	0	·	102	?	0.7	-8	102	15
CSc1ncccc1C(=O)OCC(=O)C(C)(C)C	22	-7	-24	2	28	99	97	0.4	-1	101	6
O=C(c1ccc(CNS(=O)(=O)c2cccc(Cl)c2)cc1)N1CCCC1	9	1	-20	4	·	101	105	0.4	-1	103	22
C=CCn1c(=NC(=O)C2COc3ccccc3O2)sc2cccc(OC)c21 (centres undefined)	8	7	-5	·	3	99	?	·	·	101	·
CN(C)c1nc(NCc2ccccc2)nc(N/N=C/c2cccc(Br)c2)n1	11	11	11	2	·	100	97	-0.1	-4	102	11
Cc1cc2nncn2c2ccccc12	4	2	-25	1	·	100	97	0.0	4	99	26
Cc1cc(NC(=O)c2ccc(Br)c(S(=O)(=O)N3CCCC3)c2)no1	8	14	-16	5	-10	100	102	1.2	-1	102	27
COc1ccc(/C=C2\CCCC3C2=NN(C(=O)c2scnc2C)C3c2ccc(OC)cc2)cc1 (centres undefined)	8	7	4	1	·	99	95	0.9	-2	98	16
Cc1nc(CSc2nnc3scc(-c4ccccc4)n23)cs1	10	-2	-3	2	0	97	101	0.8	-6	101	54
CCc1cccc(NC(=O)C2CCCC2)c1	15	4	0	23	-12	101	100	0.7	-8	98	36
CCSc1nnc(N)s1	22	5	-14	2	12	101	104	0.1	-5	101	25
CC(C)(C)[C@@H]1C=C(C(=O)N2CCOCC2)O[C@H](OCc2ccc(CO)cc2)C1	7	-17	-5	1	·	101	101	0.5	-2	104	21
CN(C)c1ccc(Cl)cc1N	13	38	-29	2	7	96	91	0.3	-1	97	23
CCNS(=O)(=O)c1cc(S(C)(=O)=O)ccc1Cl	26	-3	-2	7	·	98	102	0.1	-3	101	21
CC(=O)Nc1cccc(OCCCNS(=O)(=O)c2ccc(F)cc2)c1	4	-2	-8	·	-2	94	?	·	·	95	·
CCOc1ccc(C(=O)NC(Cc2ccccc2)C(=O)OC)cc1 (centres undefined)	9	30	-2	3	·	103	101	0.8	-1	99	19
Cc1ccc(-n2c(CSc3nc(C)cc(C)n3)n[nH]c2=S)cc1	10	13	-13	2	·	98	101	0.1	-4	95	17
O=C(NCCCn1ccnc1)C(=O)NCC1OCCCN1S(=O)(=O)c1ccccc1 (centres undefined)	3	13	-18	3	·	98	96	3.0	-1	95	10
Cc1ccc(NC(=O)c2cnccn2)c(OC(F)F)c1	2	-2	-21	0	·	113	106	0.0	1	113	37
O=C(O)/C=C/C(=O)NNC(=O)c1cc(-c2ccccc2)n[nH]1	6	43	-33	1	3	95	94	0.2	-1	98	28
COc1ccc(CCNC(=O)c2ccncc2)cc1OC	15	-10	-22	0	·	97	111	-0.1	1	114	7
CCCCc1cc2c(c(NC(C)=O)n1)c(=O)oc1ccccc12	6	-7	-16	2	·	104	101	0.6	-1	105	18
COc1ccc(OC)c(N(CC(=O)NCCSc2ccccc2)S(C)(=O)=O)c1	7	-7	-29	1	·	101	101	0.3	1	102	5
O=[N+]([O-])c1ccc(Sc2ncc3ccccn23)nc1	6	7	-17	·	23	102	?	·	·	102	·
CCC(=O)N1CCCc2ccccc21	9	-7	-13	·	-4	101	?	·	·	97	·
(listing goes on)
SMILES	Avidin fluor	Mcl1 Noxa PPI	Mcl1 Bid PPI	ABCG2 block	Pf gamet viab	RGS8-Gao	RGS7-Gao reg	ABCB1 block	Mcl-1 Bim block	RGS4-Gao reg	GSH fluor
COc1ccccc1C(=O)NC(=S)Nc1ccc(N2CCCC2)cc1	5	23	-13	1	7	103	99	-0.5	-3	101	9
O=C(O)c1cccc(-n2cccc2/C=C2/NC(=O)N(c3ccc(Cl)cc3)C2=O)c1	13	113*	98*	-2	-52	85	60	-1.1	6	85	6
CC(C)NC(=O)N(O)C1N(Cc2ccc3c(c2)OCO3)C(=S)SC1(C)C (centres undefined)	8	8	-18	2	3	98	93	1.4	-5	97	37
Cc1csc(SCC(=O)NCc2cccc(Cl)c2)n1	9	-2	-4	-1	10	102	104	-0.5	0	102	19
N#Cc1c2c(c(-n3cnc4ccccc43)n3c1nc1ccccc13)CCC2	13	6	-1	6	·	103	105	3.7	-4	106	25
COC(=O)NC1(C(F)(F)F)NC(=O)N(C2CCCCC2)C1=O (centres undefined)	33	7	8	3	-7	97	100	0.0	-2	105	12
CC(C)(C)C1CCc2onc(C(=O)Nc3cccc(O)c3)c2C1 (centres undefined)	12	·	8	16	·	99	101	1.3	-5	101	33
C[C@H](NC(=O)c1nc[nH]c1C(=O)N[C@@H](Cc1ccccc1)C(=O)OCc1ccccc1)c1ccccc1	8	-65	-28	8	·	102	98	1.4	-1	99	17
CCc1cc(C(=O)OC)c(NC(=O)CC2SC(N)=NC2=O)s1 (centres undefined)	9	-5	9	16	-11	98	98	3.2	-5	97	25
CCc1nnc(SCc2ccc(OC(C)C)cc2)n1N	24	-11	-21	2	-18	105	102	0.6	-1	99	52
Cc1cc(C)c(NC(=O)CSc2nc(COc3ccccc3)nc3ccccc23)c(C)c1	21	7	47	6	15	103	100	1.8	-2	102	11
O=C(O/N=C\c1ccc(N2CCOCC2)c([N+](=O)[O-])c1)c1ccccc1Cl	8	8	8	30	·	100	100	2.3	1	98	19
c1csc(-c2csc(-c3cccs3)n2)c1	7	6	23	3	·	98	94	0.5	-2	97	17
CC(C)c1onc(C(=O)NCCc2ccccc2)c1[N+](=O)[O-]	10	14	-6	10	·	100	94	-0.1	-2	102	11
O/N=C\c1cccn1-c1ccc(Br)cc1	34	14	-6	5	-17	99	96	0.9	2	97	17
O=C(Oc1ccc2c(c1)O/C(=C\c1ccncc1)C2=O)c1ccccc1	13	16	19	0	25	100	101	0.7	0	101	11
c1ccc(CCc2nn3c(-c4ccncc4)nnc3s2)cc1	9	0	2	1	·	98	101	0.2	-5	96	26
COc1ccc2c(=O)cc(C(=O)O)oc2c1	25	25	16	1	-7	104	101	0.2	0	102	10
CCOC(=O)c1nnn(-c2nonc2OC)c1-c1ccccc1	11	22	-19	4	30	103	98	1.1	0	101	25
CC1=CC(C)(C)NC(=S)N1c1ccc(C)cc1	5	-14	-10	7	·	102	100	1.2	0	95	16
CCOc1ccccc1/C=N/OCC(=O)NCc1ccc(F)cc1	12	10	-13	4	13	103	?	0.8	-1	104	10
CC(Oc1ccccc1)C(=O)Nc1cccc(-c2nc3ccccc3[nH]2)c1 (centres undefined)	14	·	-9	4	-17	95	99	1.5	-2	94	31

Random excerpt: 4 entries already listed
SMILES	Avidin fluor	Mcl1 Noxa PPI	Mcl1 Bid PPI	ABCG2 block	Pf gamet viab	RGS8-Gao	RGS7-Gao reg	ABCB1 block	Mcl-1 Bim block	RGS4-Gao reg	GSH fluor
CCOc1ccc(NC(=O)NCCCn2c(C)nc3cc(C)c(C)cc32)cc1	9	18	-14	5	·	101	96	0.5	2	100	4
Cc1cc(NC(=O)c2ccc(Br)c(S(=O)(=O)N3CCCC3)c2)no1	8	14	-16	5	-10	100	102	1.2	-1	102	27
COc1ccccc1C(=O)NC(=S)Nc1ccc(N2CCCC2)cc1	5	23	-13	1	7	103	99	-0.5	-3	101	9
CCc1nnc(SCc2ccc(OC(C)C)cc2)n1N	24	-11	-21	2	-18	105	102	0.6	-1	99	52
